Screening data (PubChem)
Menin MLL FP TR: displaces Texas Red mutant MLL peptide from human menin; O00255; Potency, µM (series often up to 61.6 µM), for the others: at the highest dose FP activity change, negative = inhibition, most hits filed as inhibitors; 0.23% of 270,000 active; AID 1768; Menin + Texas Red MLL mutant peptide, fluorescence polarization; active = well fitted inhibition curve with a large enough effect in the polarisation, with a control signal flat, not every such curve was filed as active; inconclusive = small, poorly fitted or top-dose-only effect, or effect the other way, or a change in a side signal; inactive = no such curve, though single readings can be large or run the other way; the % refers to the polarisation; note: potency is the fitted concentration of half-maximal effect; % of control where 0% means no effect; many of its hits are not listed in these tables
MBNL1-CUG inh: inhibitors of human MBNL1 binding to CUG repeat RNA | Q9NR56 | TR-FRET MBNL1-His/biotin-(CUG)12 binding, 665/545 ratio | Potency, µM (titrated, usually from 57.5 µM), without a hit: at the top dose activity change, negative = inhibition, hits mostly inhibitors | 0.036% of 280,000 active; active = well fitted inhibition curve with a large enough effect in the signal ratio, with a control signal flat, not every such curve was filed as active; inconclusive = small, poorly fitted or top-dose-only effect, or effect the other way, or a change in a side signal; inactive = no such curve, though single readings can be large or run the other way; the % refers to the signal ratio; note: potency is the fitted concentration of half-maximal effect; % is set by controls: 0 for no effect and ±100 for the full control effect
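Ratiometric TR-FRET (665 over 545 nm, excitation 340 nm) tracks disruption of MBNL1-His/biotin-(CUG)12 complex after 60 min at room temperature, with compounds at 92 nM to 58 uM final.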
KCNH2 3.1 inh: blocks the human KCNH2 3.1 channel isoform; U2OS KCNH2 3.1, thallium flux FluxOr; stronger effect = lower value; 0.95% of 340,000 active; AID 720553; activity change, % (tested at about 1.8 µM);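 active = maximum activity change below -70%; inconclusive = maximum activity change from -70% to -50%; inactive = maximum activity change above -50%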;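 note: thallium influx rate constant from kinetic fluorescence after stimulation buffer; % is set by controls: 0 for no effect and ±100 for the full control effect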
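Kinetic fluorescence (2 min after stimulation buffer) measures Tl+ influx through KCNH2 3.1 expressed by viral transduction in U2OS cells; the rate constant is normalized against DMSO controls serving as positive and negative references.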
FLuc modulator: inhibits or activates purified firefly luciferase, miR-21 counter-screen; AID 588342; Potency, µM (doses to about 57.5 µM), without a hit: top-dose activity change, negative = inhibition, most hits filed as inhibitors; 6.9% of 360,000 active; P08659; purified FLuc, Km substrates, luminescence inhibition;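 note: potency is the fitted concentration of half-maximal effect; plate controls were vehicle for no effect and reference inhibitor for full effect; nearly all actives have a fitted effect of over 55% in size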
Target sequence (P08659 whole entry, looked up): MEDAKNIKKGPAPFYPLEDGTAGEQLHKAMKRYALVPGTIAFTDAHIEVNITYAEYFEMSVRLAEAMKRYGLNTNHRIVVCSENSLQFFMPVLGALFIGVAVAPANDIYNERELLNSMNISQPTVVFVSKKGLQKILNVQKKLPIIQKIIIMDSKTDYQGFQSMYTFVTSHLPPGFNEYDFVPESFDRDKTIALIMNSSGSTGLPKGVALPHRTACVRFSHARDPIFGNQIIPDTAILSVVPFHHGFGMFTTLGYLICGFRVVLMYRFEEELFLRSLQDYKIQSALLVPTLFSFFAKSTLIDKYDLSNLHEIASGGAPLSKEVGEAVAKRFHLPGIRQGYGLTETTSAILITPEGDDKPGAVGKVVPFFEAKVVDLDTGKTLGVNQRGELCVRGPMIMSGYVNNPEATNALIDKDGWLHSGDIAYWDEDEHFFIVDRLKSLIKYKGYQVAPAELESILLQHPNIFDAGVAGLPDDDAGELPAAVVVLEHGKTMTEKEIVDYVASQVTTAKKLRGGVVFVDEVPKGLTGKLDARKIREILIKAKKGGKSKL
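Biochemical qHTS of compounds, final roughly 60 µM downward over six points, against 10 nM purified firefly luciferase using Km concentrations of substrates (10 uM D-luciferin, 10 uM ATP) in Tris acetate pH 7.5 buffer; luminescence output.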
Rab9 prom act: Rab9 promoter activation; Huh7 Rab9 promoter-luciferase reporter, luminescence, 24 h; Potency, µM (top dose mostly 9.22 µM), without a hit: top-dose activation, negative = inhibition, most hits filed as activators; 2.8% of 320,000 active; AID 485297; note: potency is the fitted concentration of half-maximal effect; % of control where 0% means no effect; nearly all actives have a fitted effect of over 60% in size
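Rab9 promoter-driven luciferase in stably transfected Huh7 cells; 1500 cells/well rested 2 h, exposed to compound in DMSO for 24 h at 37 °C, 5% CO2. Luminescence read 10 min after adding luciferase reagent at ambient temperature.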
Gal4-VP16 FLuc: inhibits Gal4-VP16 luciferase reporter, ROR gamma counter-screen. Drosophila S2 Gal4-VP16 UAS-luciferase, luminescence, 20 h. Potency, µM (highest dose often 53.6 µM), without a hit: top-dose activity, negative = inhibition, most hits filed as inhibitors. 3.5% of 310,000 active. AID 2546;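 note: Gal4-VP16 expression switched on by copper sulfate through the metallothionein promoter; potency is the fitted concentration of half-maximal effect; % is set by controls: 0 for no effect and ±100 for the full control effect; nearly all actives have a fitted effect of over 50% in size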
Mito fusion act: inhibitors of mitochondrial division or activators of mitochondrial fusion; S. cerevisiae fusion-defective mutant growth rescue, CellTiterGlo 48 h; Potency, µM (doses to about 46.1 µM), for the others: at the highest dose growth rescue (activation), usual class: activators; 0.23% of 320,000 active;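 note: potency is the fitted concentration of half-maximal effect; % of control where 0% means no effect; nearly all actives have a fitted effect of over 45% in size; temperature-sensitive fusion mutants such as fzo1-1 at 37 °C on non-fermentable ethanol glycerol medium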
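S. cerevisiae fusion-defective temperature-sensitive mutants (e.g. fzo1-1, mgm1-5) grown 48 h at 37C in YPEG (ethanol/glycerol non-fermentable) medium with 23 nl compound per well; growth rescue read as CellTiterGlo luminescence.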
ELG1 DNA repair: inhibitors of ELG1-dependent DNA repair in HEK293T cells; AID 504467; HEK293T ELG1-luciferase reporter, luminescence, 16 h; DNA damage induced by 5-fluorouridine; 2.3% of 330,000 active; Potency, µM (titrated, usually from 46.1 µM), for the others: top-dose activity change, negative = inhibition, actives largely listed as inhibitors; note: potency is the fitted concentration of half-maximal effect; % is set by controls: 0 for no effect and ±100 for the full control effect; nearly all actives have a fitted effect of over 55% in size
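Overnight (16 hr) co-exposure of 2,000 cells/well to 5-fluorouridine and compound at 37 °C preceded detection. Luciferase was quantified via ONE-Glo luminescence; loss of signal denotes inhibition.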
PKM2 activator: activators of human pyruvate kinase M2. Potency, µM (series often up to 57.5 µM), inactives show at the top dose activation, usual class: activators. AID 1631. 0.34% of 260,000 active. P14618. purified PKM2, Kinase-Glo ATP luminescence, activation; response scale: 0% is enzyme alone, no compound; note: potency is the fitted concentration of half-maximal effect; % is set by controls: 0 for no effect and ±100 for the full control effect; nearly all actives have a fitted effect of over 55% in size
Target sequence (P14618 whole entry, looked up): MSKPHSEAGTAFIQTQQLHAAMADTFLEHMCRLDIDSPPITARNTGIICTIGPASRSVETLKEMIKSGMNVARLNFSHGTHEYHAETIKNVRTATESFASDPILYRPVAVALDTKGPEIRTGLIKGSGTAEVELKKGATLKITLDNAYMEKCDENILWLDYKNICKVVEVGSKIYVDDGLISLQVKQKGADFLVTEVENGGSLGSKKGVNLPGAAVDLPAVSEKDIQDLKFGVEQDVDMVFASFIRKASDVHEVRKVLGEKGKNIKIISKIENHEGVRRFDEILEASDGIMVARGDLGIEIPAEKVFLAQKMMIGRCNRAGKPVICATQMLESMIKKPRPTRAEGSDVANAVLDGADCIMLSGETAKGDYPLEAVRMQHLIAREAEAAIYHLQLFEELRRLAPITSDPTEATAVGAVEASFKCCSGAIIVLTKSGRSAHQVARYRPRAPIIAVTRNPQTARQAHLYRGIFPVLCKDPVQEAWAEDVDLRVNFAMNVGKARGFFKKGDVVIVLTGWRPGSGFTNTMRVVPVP
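ATP formation by purified human PK-M2, quantified via coupled luciferase luminescence after 1 h at room temperature with 0.1 mM ADP and 0.5 mM PEP final.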
RORgamma inh: inhibitors of mouse ROR gamma transcriptional activity; P51450; Drosophila S2 Gal4-RORgamma UAS-luciferase reporter, 20 h; Potency, µM (titrated, usually from 53.6 µM), without a hit: at the top dose activity change, negative = inhibition, usual class: inhibitors; 5.4% of 310,000 active; note: potency is the fitted concentration of half-maximal effect; % is set by controls: 0 for no effect and ±100 for the full control effect; nearly all actives have a fitted effect of over 60% in size
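Stably transfected Drosophila Schneider cells are the test system, with ROR gamma fused to Gal4 and luciferase under UAS control; luminescence is read after 20 hr of 700 uM copper sulfate induction at ambient temperature.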
NPC1 promoter act: activates the NPC1 promoter; Huh7 NPC1 promoter luciferase reporter, 24 h; Potency, µM (top dose mostly 9.22 µM), for the others: top-dose activation, most hits filed as activators; 2.4% of 320,000 active; AID 485313;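 note: potency is the fitted concentration of half-maximal effect; % of control where 0% means no effect; nearly all actives have a fitted effect of over 60% in size; reporter is driven by a mutant NPC1 promoter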
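Huh7 reporter cells (NPC1 promoter driving luciferase) are dosed with compound for 24 h at 37 °C, 5% CO2; luciferase detection reagent is then added and luminescence measured after 10 min at ambient temperature.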
* hit, by the source's call; ? = inconclusive; . = no result given; [ ] = remark or other dose. Unless noted, calls come from the whole dose curve; as a rule, active = well fitted curve in the direction sought with a large enough effect; inconclusive = small, poorly fitted or top-dose-only effect, or another doubt; inactive = no such curve, though single readings can be large; an effect the other way counts as inactive or inconclusive. The list is partial; the hit share may differ from the screen's.

SMILES	Menin MLL FP TR	MBNL1-CUG inh	KCNH2 3.1 inh	FLuc modulator	Rab9 prom act	Gal4-VP16 FLuc	Mito fusion act	ELG1 DNA repair	PKM2 activator	RORgamma inh	NPC1 promoter act
CCOc1ccc(CN2CCNC(=O)C2CC(=O)NCCCn2ccnc2)cc1 (stereo not given)	-3.0%	-15.5%	21.9	-1.5%	-3.3%	-1.0%	-0.3%	5.1%	5.8%	-7.1%	-4.4%
Cn1c(C(=O)O)cc2c(=O)n3ccccc3nc21	.	6.1%	4.5	-1.9%	-2.1%	0.6%	-2.0%	22.1%	-23.9%	-5.3%	0.0%
O=C1N=C2SCCN2/C1=C\c1ccc(Cl)cc1	-12.1%	6.1%	-17.2	-8.9%	-2.4%	16.1%	2.9%	19.6%	1.2%	-43.2%	-1.8%
CCOc1ccc(-n2c(=S)sc3c(=O)[nH]c(SCC(=O)NC(C)CC)nc32)cc1 (stereo not given)	?	4.0%	-0.7	-0.6%	-5.2%	-13.7%	2.9%	7.6%	-9.7%	14.0%	-2.7%
Cc1nn(Cc2ccccc2)c(Cl)c1C(=O)NCc1ccc(C)n1C	-7.5%	-9.4%	-9.4	3.9%	-4.5%	8.1%	1.7%	-27.5%	15.2%	9.0%	2.0%
CCOC(=O)C1CCCN(C(=O)c2ccc(S(=O)(=O)N3CCOCC3)cc2)C1 (stereo not given)	.	.	-13.5	-1.4%	-6.3%	.	-2.4%	1.5%	.	.	-0.8%
O=C1NC2(CCCCC2)C(=O)N1CC(=O)N(Cc1ccccc1)c1ccccc1	.	3.3%	7.0	2.1%	-2.6%	3.1%	-2.0%	2.1%	-6.1%	-22.7%	-6.0%
Cc1cc(C)c(OCCCCCn2ccnc2)c(C)c1	?	1.2%	-11.7	-0.8%	0.1%	14.1µM*	-10.5%	-6.7%	2.4%	11.2µM*	-3.4%
NNC(=O)c1nn(-c2ccc(Cl)cc2)ccc1=O	16.3%	?	-16.2	-2.1%	8.2%	?	2.5%	13.9%	1.4%	-23.4%	-1.9%
CC(Sc1nncn1C)C(=O)Nc1ccc(N2CCCCC2)cc1 (stereo not given)	.	.	1.9	-27.5%	-2.7%	.	-7.0%	?	.	.	4.2%
CCCOc1ccc(C(=O)Nc2ccc(S(=O)(=O)NC3=NCCCCC3)cc2)cc1	.	.	0.0	?	-6.2%	.	11.6%	?	.	.	-2.7%
Cc1ccc(NC(=O)C2CC2C)c(Cl)c1 (stereo not given)	-4.7%	2.6%	4.9	-16.9%	20.9%	-2.4%	1.3%	?	0.0%	?	9.7%
COc1ccc(CCN(C(=O)c2ccc(F)cc2)C2=CC3CCC(C2)N3C)cc1OC (stereo not given)	-17.3%	4.1%	.	1.7%	1.0%	-7.3%	-3.7%	-0.1%	2.3%	-22.0%	-0.3%
c1ccc(-c2nnc(-c3ccco3)n2-c2ccccc2)cc1	-2.2%	-0.8%	-4.4	-1.5%	0.3%	4.4%	23.7%	?	-7.1%	14.7%	-1.1%
COC(=O)/C(=C\c1cccnc1)NC(=O)c1ccc(OCc2ccccc2)cc1	.	10.2%	2.6	-14.7%	-2.2%	-12.2%	-0.2%	?	.	31.5%	-2.4%
O=C(CNC(=O)c1ccc(Cl)cc1)NCCCn1ccnc1	-7.2%	-9.2%	8.0	-1.6%	12.1%	-0.2%	24.8%	0.0%	-4.0%	-8.8%	5.8%
CSCc1cc(N2CCOCC2)nc(-c2ccccc2)n1	9.9%	-9.6%	15.2	-2.0%	-1.9%	-11.5%	-0.5%[9.22 µM]	-3.9%	.	25.3%	-2.1%
O=C(CNc1ccc2ccccc2c1)N/N=C/C=C/c1cccc([N+](=O)[O-])c1	?	11.0%	-8.2	1.6%	-3.3%	?	-8.4%	?	0.4%	?	4.6%
CSCCC(NS(=O)(=O)c1ccc(Cl)cc1)C(=O)OCC(=O)NC12CC3CC(CC(C3)C1)C2 (stereo not given)	-0.1%	2.5%	-19.7	0.3%	-3.2%	-15.9%	-1.1%	-11.1%	-0.9%	?	-3.5%
N=C1/C(=C\c2ccc(OC(=O)c3ccco3)cc2)C(=O)N=C2SC(N3CCCCC3)=NN12	?	22.4%	14.1	?	-2.7%	-16.1%	-3.4%	22.5%	-6.2%	?	2.1%
O=C(CCC1CCCC1)Nc1cc(Cl)ccc1N1CCOCC1	.	.	-19.5	0.7%	-4.4%	.	29.0%	-0.8%	.	.	-5.0%
CN(C(=O)c1ccc(NC(=O)Cc2cccc(NC(=O)C3CCCN(C(=O)C4CCCC4)C3)c2)cc1)C1CCCC1 (stereo not given)	.	.	.	-11.0%	3.6%	.	0.3%	0.0%	.	.	-0.5%
COc1cc(C)nc(Nc2nc(C)c(C(C)=O)s2)n1	-4.3%	0.0%	2.4	1.6%	-2.9%	-2.8%	1.7%	5.0%	-3.8%	-1.8%	-1.2%
Cc1nc(C(=O)Nc2ccc(Cl)cc2)nn1-c1ccc([N+](=O)[O-])cc1	0.6%	?	-31.5	-1.4%	-5.4%	-19.0%	13.6%	12.2%	0.3%	18.7%	-4.6%
CN(CC(=O)Nc1cccc(F)c1)C(=O)c1cccnc1Sc1ccccc1	.	.	-4.7	0.7%	1.2%	.	1.5%	-3.7%	.	.	0.6%
Later entries.
SMILES	Menin MLL FP TR	MBNL1-CUG inh	KCNH2 3.1 inh	FLuc modulator	Rab9 prom act	Gal4-VP16 FLuc	Mito fusion act	ELG1 DNA repair	PKM2 activator	RORgamma inh	NPC1 promoter act
C=CCC(CC=C)(C(N)=O)c1ccccc1	2.8%	-2.6%	-9.5	-0.5%	-2.4%	-2.4%	-3.6%	-8.5%	1.0%	-17.0%	-8.0%
CCCC(O)(CCC)C(=O)NN(C(=O)CCl)c1ccccc1	10.4%	-2.7%	?	-0.7%	-10.0%	-19.7%	0.0%	-25.4%	-3.9%	?	-6.8%
Cc1ccc(NC(=O)c2cc(-c3cccs3)on2)cc1C	-2.0%	51.5%[activator]	-3.8	?	0.4%	-15.1%[10 µM]	10.9%	?	1.6%	2.2%	-0.4%
COc1cc(NC(=O)c2cccc([N+](=O)[O-])c2)ccc1NC(=O)c1cc2ccccc2o1	133.0%[activator]	-0.5%	-7.0	0.3%	-4.7%	0.4%	-8.9%	-4.4%	.	2.5%	-0.1%
CCOc1ccccc1N(CC(=O)Nc1cccc(OC)c1)S(=O)(=O)c1ccccc1	-2.0%	-7.5%	6.4	0.9%	1.1%	-4.2%	-3.6%	-0.4%	-12.2%[11.5 µM]	-7.2%	-7.9%
COc1ccc2c(c1)nc(NCCCO)n2Cc1ccccc1	.	-0.2%	5.9	-0.3%	-3.3%	0.3%	-1.4%	7.7%	-5.1%	-3.3%	0.3%
Cc1oc(-c2ccccc2)cc1C(=O)NCc1ccncc1	.	-14.6%	14.9	-13.3%	-4.9%	1.7%	-0.6%	?	16.2%	-8.0%	-2.2%
Fc1ccc(COc2ccc(-c3nnco3)cc2)c(Cl)c1	-14.1%	-0.7%	-29.6	?	?	3.6%	?	?	-2.0%	42.6%	24.5%
O=C(CSc1nnc(CNC(=O)c2ccccc2F)o1)c1ccc(Cl)cc1	.	3.7%	-18.2	-9.2%	-3.3%	?	2.3%	?	1.7%	?	2.4%
Cc1nnc(Nc2ccc3c(c2)ncn3C)c2ccccc12	13.7%	2.2%	-3.0	?	-2.2%	?	8.9%	18.1%	2.7%	?	2.7%
CC(C)(C)NC(=O)NC(=O)CSc1nnc(COc2ccccc2Cl)o1	-0.5%	-4.2%	4.8	16.9µM*	-7.1%	-25.6%	-2.4%	0.1%	2.3%	-19.5%	-2.3%
CC(NC(=O)C(=O)N1CCCCC1)C(c1cccs1)N1CCN(C)CC1 (stereo not given)	.	-6.4%	29.7	0.9%	6.5%	-7.2%	6.9%	?	.	-3.2%	1.6%
COc1ccc(-c2csc3ncnc(N4CCN(c5ccccc5[N+](=O)[O-])CC4)c23)cc1	2.0%	-8.7%	-29.6	-1.0%	-37.0%[inhibitor]	-4.1%	0.9%	5.17µM*	-4.4%	14.2%	-9.4%
CC1(C)CC(CCN(Cc2ccccc2)C(=O)c2ccco2)(c2ccccc2)CCO1 (stereo not given)	-24.7%	-0.8%	-7.0	-1.8%	-4.8%	-9.9%	?	?	1.3%	?	-0.6%
CCN1CCN(c2ncnc3c2cnn3-c2ccc(C)cc2C)CC1	.	-9.4%	7.5	-3.9%	-2.0%	2.7%	20.8%	2.6%	-8.9%	7.8%	-5.3%
Cc1ccc(-n2c(-c3cnccn3)n[nH]c2=S)c(Br)c1	2.4%	0.5%	10.7	1.0%	1.6%	-25.6%	1.1%	-7.8%	0.5%	7.94µM*	-2.0%
